PGK inhibitor – T. brucei PGK inhibition. P07378. PGK/GAPDH coupled, Kinase-Glo luminescence, 60 min. Potency, µM (top dose mostly 57.5 µM), for the others: top-dose activity change, negative = inhibition, actives largely listed as inhibitors. 380,000 tested, 0.043% active. AID 602233; note: potency is the fitted concentration of half-maximal effect; % is set by controls: 0 for no effect and ±100 for the full control effect; nearly all actives have a fitted effect of over 60% in size
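Luminescent ATP detection (Kinase-Glo Plus) follows a 60-minute room-temperature incubation, with wells lacking PGK as controls. Buffer: 100 mM TEA (pH 7.6), 5 mM MgCl2, 0.01% Tween-20. Coupling enzyme GAPDH (100 nM final) supplies unstable 1,3-BPG in-well.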
PI4K2A inh – blocks human PI4K2A kinase activity. activity change, negative = inhibition, % at 76.9 µM. purified PI4K2A, ADP-Glo luminescence, 1 h; hits give low values. AID 1346378. 420,000 tested, 0.13% active. Q9BTU6; in the data active = activity change below about -50%; inconclusive = mostly about -30% to -49%;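 note: -100% = wells without enzyme as full effect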
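Compounds are screened against recombinant PI4K2A using PI as substrate and ATP, the latter dispensed at 300 microM. Reactions run one hour at ambient temperature before ADP-Glo detection; full inhibition defined by wells lacking enzyme.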
HP1b binding inh – HP1-beta chromodomain-methylated histone interaction inhibition | Potency, µM (top dose mostly 114 µM), without a hit: at the top dose activity change, negative = inhibition, usual class: inhibitors | 390,000 tested, 0.56% active | AID 540317 | AlphaScreen HP1-beta / biotin-H3K9me3 peptide binding | P83916; note: potency is the fitted concentration of half-maximal effect; nearly all actives have a fitted effect of over 70% in size; inactives centre near 23
Target sequence (P83916 whole entry, looked up): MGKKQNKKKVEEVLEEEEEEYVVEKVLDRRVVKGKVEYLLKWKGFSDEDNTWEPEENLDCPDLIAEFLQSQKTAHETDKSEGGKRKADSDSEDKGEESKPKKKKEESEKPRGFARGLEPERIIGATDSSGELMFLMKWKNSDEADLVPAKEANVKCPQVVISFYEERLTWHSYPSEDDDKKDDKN
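HP1-beta protein (50 nM final) preincubated 30 min at room temperature with biotinylated H3(1-18)K9me3 peptide (50 nM) in PBS pH 7.4, 0.01% Tween-20, then compound added for 30 min. AlphaScreen streptavidin donor/nickel chelate acceptor beads (10 ug/mL final), 30 min dark, luminescence read.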
Pin1 inhibitor – blocks the human prolyl isomerase Pin1 | Pin1 FP peptide displacement, HiFluor488, 10 min | Potency, µM (doses to about 115 µM), for inactives: top-dose activity, negative = inhibition, actives largely listed as inhibitors | 390,000 tested, 0.009% active; active = well fitted inhibition curve with a large enough effect in the polarisation, with a control signal flat, not every such curve was filed as active; inconclusive = small, poorly fitted or top-dose-only effect, or effect the other way, or a change in a side signal; inactive = no such curve, though single readings can be large or run the other way; the % refers to the polarisation; note: potency is the fitted concentration of half-maximal effect; % is set by controls: 0 for no effect and ±100 for the full control effect
USP1 inh – inhibitors of human USP1/UAF1 deubiquitinase; recombinant USP1/UAF1, Ub-Rhodamine cleavage fluorescence; Potency, µM (doses to about 57.1 µM), for inactives: top-dose activity change, negative = inhibition, hits mostly inhibitors; 390,000 tested, 0.23% active; note: potency is the fitted concentration of half-maximal effect; % is set by controls: 0 for no effect and ±100 for the full control effect; nearly all actives have a fitted effect of over 60% in size; inactives centre near -12
Target sequence (O94782 whole entry, looked up): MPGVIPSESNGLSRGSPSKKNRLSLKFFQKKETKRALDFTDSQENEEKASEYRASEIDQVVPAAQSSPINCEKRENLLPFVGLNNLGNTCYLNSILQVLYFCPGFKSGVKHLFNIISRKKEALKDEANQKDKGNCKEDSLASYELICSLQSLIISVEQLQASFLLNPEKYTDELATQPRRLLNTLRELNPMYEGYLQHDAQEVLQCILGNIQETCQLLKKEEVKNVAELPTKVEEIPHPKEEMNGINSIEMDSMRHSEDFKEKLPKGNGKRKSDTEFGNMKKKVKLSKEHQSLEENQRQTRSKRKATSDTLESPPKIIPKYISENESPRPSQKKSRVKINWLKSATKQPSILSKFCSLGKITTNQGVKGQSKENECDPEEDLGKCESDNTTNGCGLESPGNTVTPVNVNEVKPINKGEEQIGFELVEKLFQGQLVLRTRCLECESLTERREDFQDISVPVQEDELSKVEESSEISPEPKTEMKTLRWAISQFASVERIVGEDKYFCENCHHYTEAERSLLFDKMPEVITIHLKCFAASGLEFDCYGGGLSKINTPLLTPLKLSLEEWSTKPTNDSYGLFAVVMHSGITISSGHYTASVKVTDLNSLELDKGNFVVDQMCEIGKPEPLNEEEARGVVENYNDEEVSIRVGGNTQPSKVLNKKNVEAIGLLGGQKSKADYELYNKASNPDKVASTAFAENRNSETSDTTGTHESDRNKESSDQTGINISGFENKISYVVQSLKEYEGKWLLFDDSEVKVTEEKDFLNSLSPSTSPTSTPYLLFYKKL
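In this screen, compounds sit with the deubiquitinase complex (1nM) for 15 min at room temperature before Ub-Rho is added at 150nM final. Fluorescence rise is then followed for 6 reads every 60 seconds.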
GLS inh – inhibitors of human glutaminase (GLS) | O94925 | GLS enzymatic activity, qHTS titration | Potency, µM (series often up to 45.5 µM), without a hit: at the top dose activity change, negative = inhibition, hits mostly inhibitors | 410,000 tested, 0.21% active; note: potency is the fitted concentration of half-maximal effect; % is set by controls: 0 for no effect and ±100 for the full control effect
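hKGA in 45 mM KH2PO4 pH 8.2, 0.02% Tween-20 with pin-transferred compounds; 1 mM L-glutamine (stock) plus glutamate oxidase/HRP/Amplex Red coupling added. Fluorescence read initially and after 30 min at RT.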
TrxR1 substrate – substrates of rat thioredoxin reductase 1 | purified TrxR1 substrate turnover, NADPH consumption readout | Potency, µM (doses to about 114 µM), for the others: at the top dose activity change, negative = substrate turnover | 390,000 tested, 0.01% active; note: potency is the fitted concentration of half-maximal effect; % is set by controls: 0 for no effect and ±100 for the full control effect; nearly all actives have a fitted effect of over 50% in size
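Rat TrxR1, dispensed at 90 nM, was prereduced with 400 uM NADPH (final) for 5 min at ~22 deg C, then incubated with compound 15 min before 400 uM selenite. A first-read NADPH fluorescence drop versus no-compound background flagged substrates.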
rTrxR1 inhibitor – inhibitors of rat thioredoxin reductase 1; O89049; recombinant rTrxR1, NADPH fluorescence consumption, selenite substrate; Potency, µM (titrated, usually from 114 µM), for inactives: at the top dose activity change, negative = inhibition, hits mostly inhibitors; 390,000 tested, 1% active; note: potency is the fitted concentration of half-maximal effect; % is set by controls: 0 for no effect and ±100 for the full control effect; nearly all actives have a fitted effect of over 65% in size
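Rat TrxR1 (90 nM in the dispensed reagent) was pre-reduced with 400 uM NADPH for 5 min at room temperature, then incubated with compound for 15 min. After 400 uM selenite was added, NADPH fluorescence (Ex 340/Em 450 nm) was followed for 8 min.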
mIDH1 inhibitor – inhibitors of human mutant IDH1 R132H. O75874. IDH1-R132H enzyme, NADPH consumption, diaphorase/resazurin fluorescence. Potency, µM (top dose mostly 76.6 µM), for inactives: at the top dose activity change, negative = inhibition, actives largely listed as inhibitors. 390,000 tested, 0.093% active. AID 602179; note: potency is the fitted concentration of half-maximal effect; % is set by controls: 0 for no effect and ±100 for the full control effect; nearly all actives have a fitted effect of over 65% in size
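IDH1-R132H (0.5 ug/mL) preincubated 30 min with compound, then NADPH (0.016 mM) and alpha-KG (2 mM) added; 80 min at RT, pH 7.5. Remaining NADPH coupled via diaphorase/resazurin to fluorescence (540/590 nm); concentration-response curves normalized to no-enzyme control.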
An asterisk follows results filed as active; i = inactive; u = inconclusive; x = not tested or not shown; [ ] = dose if it differs, or a comment. Unless noted, calls come from the whole dose curve; as a rule, active = well fitted curve in the direction sought with a large enough effect; inconclusive = small, poorly fitted or top-dose-only effect, or another doubt; inactive = no such curve, though single readings can be large; an effect the other way counts as inactive or inconclusive. An excerpt; the hit share may differ from the screen's.

#	Structure	TrxR1 substrate	rTrxR1 inhibitor	PGK inhibitor	HP1b binding inh	Pin1 inhibitor
1	N=C1C(c2nc3ccccc3s2)=C(O)CN1C1CCCCC1	3%	22%	0%	19%	1%
2	Cn1cnc([N+](=O)[O-])c1Nc1ccc(O)cc1	-4%	-4%	-6%	12%	5%
3	Cc1cccc(Nc2ncnc3c2cnn3Cc2ccccc2)c1	-1%	26%	x	23%	-1%
4	COc1ccccc1OCC(O)CN1CCN(C(=O)c2ccccc2)CC1 (centres undefined)	11%[57.1 µM]	29%[57.1 µM]	1%	54%[activator]	-9%
5	COc1ccc(OC)c(NC(=O)c2ccc3c(c2)OCO3)c1	0%	7%	-10%	51%	0%
6	Nc1cc(S(=O)(=O)Nc2cc(Cl)ccc2Cl)ccc1N1CCCC1	2%[57.1 µM]	23%[57.1 µM]	i	u	-2%
7	O=C(COC(=O)/C=C/c1ccccc1)NCc1ccc(Cl)cc1	1%	-3%	-8%	41%[activator]	2%
8	C#CCOCCOCCOCCNc1nc(N2CCN(C(=O)[C@H](C(C)C)n3cc(CCO)nn3)CC2)nc(N2CCN(C(=O)[C@H]([C@@H](C)CC)n3cc(CCCCN)nn3)CC2)n1	-4%	-3%	5%	28%	-4%
9	CCOC(=O)C1=C(N)Oc2cc(O)ccc2C1c1cccc(Cl)c1 (centres undefined)	7%	9%[57.1 µM]	-2%	-12%	1%
10	COc1ccc(CN(C)CC(=O)Nc2ccccc2C(=O)NC2CC2)cc1OC	3%	-6%	-7%	38%	-6%

#	USP1 inh	PI4K2A inh	GLS inh	mIDH1 inhibitor
1	-16%	-2	1%	8%
2	-7%	-6	13%	3%
3	-25%	-5	0%	-6%
4	-10%	-1	-3%	0%
5	-26%	-1	-5%	0%
6	-18%	5	15%	2%
7	-9%	-1	-5%	-4%
8	-3%	-8	6%	2%[38.3 µM]
9	-11%	-1	63%[activator]	0%
10	-21%	2	0%	1%

Sorted by value in Pin1 inhibitor (falling): 3 from the list above.
no.	Structure	TrxR1 substrate	rTrxR1 inhibitor	PGK inhibitor	HP1b binding inh	Pin1 inhibitor	USP1 inh	PI4K2A inh	GLS inh
9	CCOC(=O)C1=C(N)Oc2cc(O)ccc2C1c1cccc(Cl)c1 (centres undefined)	7%	9%[57.1 µM]	-2%	-12%	1%	-11%	-1	63%[activator]
3	Cc1cccc(Nc2ncnc3c2cnn3Cc2ccccc2)c1	-1%	26%	x	23%	-1%	-25%	-5	0%
6	Nc1cc(S(=O)(=O)Nc2cc(Cl)ccc2Cl)ccc1N1CCCC1	2%[57.1 µM]	23%[57.1 µM]	i	u	-2%	-18%	5	15%

(listing goes on)
#	Structure	TrxR1 substrate	rTrxR1 inhibitor	PGK inhibitor	HP1b binding inh	Pin1 inhibitor
11	CSCCC(NC(=O)COc1ccccc1)C(=O)OCCOc1ccc(C)cc1 (centres undefined)	-5%	8%	7%	43%[activator]	-3%
12	C/C(CC(=O)Nc1ccc(Cl)c(C(F)(F)F)c1)=N\NC(=O)c1cc2ccccc2cc1O	-18%	-19%	i	-13%	32%[activator]
13	Cc1ccc(C)c(NC(=S)NC(NC(=O)OCc2ccccc2)C(Cl)(Cl)Cl)c1 (centres undefined)	-9%	-5%	4%	-6%	5%
14	COc1ccccc1/C=C/C(=O)N1CCN(S(=O)(=O)c2cccs2)CC1	5%	9%	-5%	30%[activator]	5%
15	CC1=C/C(=N\N=C2\NC(=O)C(CC(=O)Nc3ccccc3F)S2)CC(C)(C)C1 (centres undefined)	-5%[57.1 µM]	-9%[57.1 µM]	5%	7%	8%
16	O=C(CN1CCCCCC1)N/N=C/c1cccs1	-7%	3%	-10%	-28%	-2%
17	CN1OC[C@@H]2CN(Cc3ccccc3)[C@H](c3cccc(-c4ccc(C#N)cc4)c3)C[C@@H]21	3%	12%	i	11%	19%
18	CCC(CC)C(=O)Nc1ccc(C(=O)c2ccccc2)cc1	8%[57.1 µM]	17%	5%	23%	-1%
19	Cc1cc(C)nc(NC(=O)Cc2ccc([N+](=O)[O-])cc2)c1	-4%	3%	i	29%	2%
20	CCN(Cc1ccccc1)S(=O)(=O)CCNC(=O)c1ccccc1	4%	16%	9%	37%	5%

#	USP1 inh	PI4K2A inh	GLS inh	mIDH1 inhibitor
11	-10%	4	0%	1%
12	-8%	3	28%	3%
13	-16%	-2	19%	-1%
14	-18%	1	3%	-12%
15	-5%	-19	8%	11%
16	-10%	-4	6%	0%
17	-18%	-1	7%	-8%[38.3 µM]
18	-13%	7	-5%	-2%
19	-10%	4	2%	3%
20	-3%	5	20%	1%

Laid out differently: three of the compounds above
Order of results – TrxR1 substrate, rTrxR1 inhibitor, PGK inhibitor, HP1b binding inh, Pin1 inhibitor, USP1 inh, PI4K2A inh, GLS inh, mIDH1 inhibitor
16: O=C(CN1CCCCCC1)N/N=C/c1cccs1
 : -7%, 3%, -10%, -28%, -2%, -10%, -4, 6%, 0%
17: CN1OC[C@@H]2CN(Cc3ccccc3)[C@H](c3cccc(-c4ccc(C#N)cc4)c3)C[C@@H]21
 : 3%, 12%, i, 11%, 19%, -18%, -1, 7%, -8%[38.3 µM]
18: CCC(CC)C(=O)Nc1ccc(C(=O)c2ccccc2)cc1
 : 8%[57.1 µM], 17%, 5%, 23%, -1%, -13%, 7, -5%, -2%

Other compounds follow:
#	Structure	TrxR1 substrate	rTrxR1 inhibitor	PGK inhibitor	HP1b binding inh	Pin1 inhibitor
21	Cc1oc(=O)c(NC(=O)c2cccc(Cl)c2)cc1C(=O)c1ccccc1	3%	35µM*	i	-14%	22%
22	COc1ccc(OCC(O)CN(C)C(=O)C(C)Oc2ccccc2)cc1 (centres undefined)	6%	20%	-3%	52%[activator]	-2%
23	CC1(C)CC(=O)c2cc(-c3nc(-c4ccccc4)cs3)c(=O)[nH]c2C1	15%	22%	-2%	8%	u
24	COc1ccc(S(=O)(=O)N2CCOCC2)cc1NC(=O)c1ccc(S(=O)(=O)N(C)c2ccccc2OC)cc1	2%	12%	-8%	23%	37%[activator]
25	CCN(C[C@H]1N[C@@](CC)(C(=O)OC)[C@H]2C(=O)N(Cc3ccccc3)C(=O)[C@@H]12)C(=O)c1ccc(C)cc1	-1%	6%	1%	41%[activator]	-1%
26	COc1cccc(NC(=O)CSc2nnc(-c3cc(-c4ccccn4)nc4ccccc34)o2)c1	-4%	10%[57.1 µM]	-1%	49%	0%
27	COCCNc1nnc(SC(C)C(=O)Nc2ccc(-c3nc4ccc(C)cc4s3)cc2)s1 (centres undefined)	43%[activator]	3%	-3%	41%[activator]	23%
28	NS(=O)(=O)c1ccc(O)c(N2C(=O)c3cccc4c(C(=O)O)ccc(c34)C2=O)c1	-9%[57.1 µM]	2%[57.1 µM]	-9%	37%	0%
29	C[C@@H]1CN([C@@H](C)CO)C(=O)CCCn2nncc2CO[C@H]1CN(C)C(=O)CCC(F)(F)F	x	x	-1%	x	x
30	COCCC(=O)N1CCC(Oc2ccc(C(=O)N3CCCCCCC3)cc2)CC1	-8%	4%	-2%	18%	-6%

#	USP1 inh	PI4K2A inh	GLS inh	mIDH1 inhibitor
21	u	2	2%	0%
22	-21%	-3	-6%	7%
23	-12%	-1	-1%	-31%
24	-22%	-5	-1%	0%
25	-28%	2	1%	-5%[38.3 µM]
26	-18%	4	-1%	3%
27	0%	-4	3%	8%
28	-12%	-29	3%	12%
29	-18%	-3	2%	7%
30	-3%	-1	1%	-4%

#	Structure	TrxR1 substrate	rTrxR1 inhibitor	PGK inhibitor	HP1b binding inh	Pin1 inhibitor
31	Cc1cccc(S(=O)(=O)c2cn(C)c3cc(N4CCN(c5ccc(F)cc5)CC4)c(F)cc3c2=O)c1	-1%	9%	6%	29%	0%
32	Cc1ccc(-c2noc(N=O)c2NO)cc1	-5%	7%[57.1 µM]	10%	6%	4%
33	O=C(Nc1nc(N2C(=O)c3ccccc3C2=O)n(-c2ccccc2)n1)c1ccc(Cl)cc1	-1%	11%	-6%	36%	-11%
34	O=C(Cc1ccc([N+](=O)[O-])cc1)Nc1cccnc1	4%	8%	-3%	30%	1%
35	COc1cccc(/C=N/NC(=O)CSc2ccccc2C)c1OC	6%[57.1 µM]	9%	-4%	30%	0%
36	COc1ccc(N2CC(C(=O)Nc3cccc(S(=O)(=O)N4CCCC4)c3)CC2=O)c(OC)c1 (centres undefined)	-1%	13%	-5%	-10%	12%
37	Cc1cc(/C=C(\C#N)C(=O)NCC2CCCO2)c(C)n1-c1ccc(Cl)cc1 (centres undefined)	-12%	-10%	-9%	1%	-2%
38	CC1CC(=O)Nc2ccccc2N1S(=O)(=O)c1ccc(C#N)cc1 (centres undefined)	11%[57.1 µM]	13%[57.1 µM]	-3%	19%	2%
39	O=C(NCCNC(=O)c1ccccc1Br)c1ccccc1Br	-1%	10%	8%	47%[activator]	2%
40	COc1ccccc1N1C(=O)c2ccccc2NC1C(OC)OC (centres undefined)	31%[57.1 µM]	0%[57.1 µM]	8%	22%	-6%
41	Cc1ccc(N2CCN(Cc3nnc(-c4ccc5c(c4)OCO5)o3)CC2)c(C)c1	7%	11%	-2%	24%	2%

#	USP1 inh	PI4K2A inh	GLS inh	mIDH1 inhibitor
31	-13%	-6	-16%	-5%
32	u	-2	-13%	4%
33	-8%	1	38%[activator]	-3%
34	-16%	2	-8%	1%
35	-21%	-3	2%	-5%
36	-9%	-7	-9%	19%
37	-5%	-1	2%	3%
38	-14%	-5	2%	2%
39	0%	0	3%	1%
40	-3%	3	14%	-1%
41	4%	-1	1%	-12%
